Screening data from PubChem BioAssay.
RORgamma inh: inhibitors of mouse ROR gamma transcriptional activity | Drosophila S2 Gal4-RORgamma UAS-luciferase reporter, 20 h | Potency, µM (highest dose often 53.6 µM), inactives show at the top dose activity change, negative = inhibition, actives largely listed as inhibitors | P51450 | 5.4% of 310,000 active | AID 2551; also: potency is read from the fitted curve at half-maximal effect; % is scaled to controls: 0 for no effect and ±100 for the full control effect; nearly all actives have a fitted effect of over 60% in size
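Compounds are pin-transferred onto Drosophila Schneider cells expressing a copper-inducible Gal4–ROR gamma transactivation domain fusion. After 1 hr, copper sulfate is added to 700 uM final; luciferase is read 20 hr later.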
FLuc modulator: counter-screen for miR-21 project: firefly luciferase inhibitors or activators; Potency, µM (titrated, usually from 57.5 µM), inactives show at the highest dose activity change, negative = inhibition, hits mostly inhibitors; purified FLuc, Km substrates, luminescence inhibition; P08659; AID 588342; 6.9% of 360,000 active;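 also: potency is read from the fitted curve at half-maximal effect; plate controls were vehicle for no effect and reference inhibitor for full effect; nearly all actives have a fitted effect of over 55% in size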
Target sequence (P08659 whole entry, looked up): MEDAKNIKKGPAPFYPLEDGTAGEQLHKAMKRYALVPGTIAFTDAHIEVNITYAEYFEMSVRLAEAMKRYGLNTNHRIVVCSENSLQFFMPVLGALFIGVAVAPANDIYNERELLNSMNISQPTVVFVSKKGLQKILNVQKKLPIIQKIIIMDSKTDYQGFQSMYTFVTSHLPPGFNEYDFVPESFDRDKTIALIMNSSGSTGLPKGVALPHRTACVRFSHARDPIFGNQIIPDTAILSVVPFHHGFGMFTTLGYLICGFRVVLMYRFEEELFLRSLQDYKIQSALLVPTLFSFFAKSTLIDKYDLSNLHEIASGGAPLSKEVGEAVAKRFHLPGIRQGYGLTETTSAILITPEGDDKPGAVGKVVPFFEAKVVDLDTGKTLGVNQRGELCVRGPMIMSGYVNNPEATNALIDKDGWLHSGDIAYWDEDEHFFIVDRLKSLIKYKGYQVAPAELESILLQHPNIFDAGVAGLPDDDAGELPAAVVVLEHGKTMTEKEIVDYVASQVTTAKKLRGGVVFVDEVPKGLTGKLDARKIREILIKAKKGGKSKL
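Purified P. pyralis luciferase (10nM final) with 10uM D-luciferin and 10uM ATP (Km levels) in 50mM Tris acetate pH 7.5, 10mM Mg acetate, 0.01% Tween-20, 0.05% BSA; qHTS 6-point titration, ~60 µM downward; luminescence read.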
VP16 counter: inhibits Gal4-VP16 luciferase reporter, ROR gamma counter-screen; Drosophila S2 Gal4-VP16 UAS-luciferase, luminescence, 20 h; Potency, µM (titrated, usually from 53.6 µM), for the others: at the highest dose activity, negative = inhibition, usual class: inhibitors; 3.5% of 310,000 active; AID 2546;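 also: Gal4-VP16 expression switched on by copper sulfate through the metallothionein promoter; potency is read from the fitted curve at half-maximal effect; % is scaled to controls: 0 for no effect and ±100 for the full control effect; nearly all actives have a fitted effect of over 50% in size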
Giardia killer: Giardia lamblia killing. AID 540267. 0.15% of 340,000 active. Giardia lamblia trophozoite viability. activity change, % at 7.66 µM, hits read low; in the data active = activity change below about -80%; inconclusive = between about -30% and that limit;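 also: parasites exposed to compound for two days anaerobically before the ATP read; % is scaled to controls: 0 for no effect and ±100 for the full control effect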
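Each well holds 100 Giardia trophozoites and compound. After two days (48 hrs) at 37 deg C in anaerobic conditions, ATP is quantified by luminescence.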
uPA generation: inhibitors of cell surface uPA generation | cell surface uPA generation assay, qHTS | Potency, µM (titrated, usually from 38.3 µM), for inactives: top-dose activity change, negative = inhibition, most hits filed as inhibitors | 0.31% of 330,000 active | AID 540303; active = well fitted inhibition curve with a large enough effect; inconclusive = small, poorly fitted or top-dose-only effect; inactive = no such curve, though single readings can be large or run the other way; tested in mouse RAW 264.7 cells; also: potency is read from the fitted curve at half-maximal effect; % is scaled to controls: 0 for no effect and ±100 for the full control effect; nearly all actives have a fitted effect of over 55% in size
Coupling enz: inhibits coupling enzyme system, counter-screen for aldolase hits; coupling enzyme system counterscreen, AmpLite Red fluorescence; activity change, negative = inhibition, % at 58.2 µM, hits read low; 0.67% of 290,000 active; in the data active = activity change below about -30%; also: % is scaled to controls: 0 for no effect and ±100 for the full control effect
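Counterscreen of the coupled detection system alone, without aldolase: glyceraldehyde-3-phosphate coupling enzymes plus AmpLite Red readout. Compounds at 57.5 uM final, 10 min RT preincubation, 20 min RT reaction, fluorescence 525/598 nm.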
KCNH2 3.1 block: blocks the human KCNH2 3.1 channel isoform; U2OS KCNH2 3.1, thallium flux FluxOr; stronger effect = lower value; activity change, % (tested at about 1.8 µM); 0.95% of 340,000 active; AID 720553;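 active = maximum activity change below -70%; inconclusive = maximum activity change from -70% to -50%; inactive = maximum activity change above -50%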;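 also: thallium influx rate constant from kinetic fluorescence after stimulation buffer; % is scaled to controls: 0 for no effect and ±100 for the full control effect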
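Kinetic fluorescence (2 min after stimulation buffer) measures Tl+ influx through KCNH2 3.1 expressed by viral transduction in U2OS cells; the rate constant is normalized against DMSO controls serving as positive and negative references.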
Rab9 prom act: Rab9 promoter activation | Huh7 Rab9 promoter-luciferase reporter, luminescence, 24 h | Potency, µM (doses to about 9.22 µM), for inactives: at the top dose activation, negative = inhibition, most hits filed as activators | 2.8% of 320,000 active | AID 485297; also: potency is read from the fitted curve at half-maximal effect; % of control where 0% means no effect; nearly all actives have a fitted effect of over 60% in size
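Using Huh7 cells stably transfected with Rab9 promoter–luciferase, compounds were incubated 24 h at 37 °C, 5% CO2; luciferase luminescence was read 10 min after reagent addition.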
NPC1 prom act: NPC1 promoter activation | Huh7 NPC1 promoter luciferase reporter, 24 h | Potency, µM (titrated, usually from 9.22 µM), for inactives: top-dose activation, most hits filed as activators | 2.4% of 320,000 active | AID 485313;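 also: potency is read from the fitted curve at half-maximal effect; % of control where 0% means no effect; nearly all actives have a fitted effect of over 60% in size; reporter is driven by a mutant NPC1 promoter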
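Luminescence from an NPC1 promoter-driven luciferase reporter in stably transfected Huh7 cells was measured after 24 h compound treatment at 37 °C, followed by 10 min ambient incubation with luciferase detection reagent.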
Tb PFK inh: T. brucei PFK enzyme inhibition. O15648. T. brucei PFK, ADP-Glo luminescence. 0.17% of 330,000 active. Potency, µM (top dose mostly 57.5 µM), for inactives: at the top dose activity, negative = inhibition, hits mostly inhibitors;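 also: potency is read from the fitted curve at half-maximal effect; 0% = uninhibited 1x PFK enzyme wells and -100% = no-enzyme wells; nearly all actives have a fitted effect of over 60% in size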
Target sequence (O15648 whole entry, looked up): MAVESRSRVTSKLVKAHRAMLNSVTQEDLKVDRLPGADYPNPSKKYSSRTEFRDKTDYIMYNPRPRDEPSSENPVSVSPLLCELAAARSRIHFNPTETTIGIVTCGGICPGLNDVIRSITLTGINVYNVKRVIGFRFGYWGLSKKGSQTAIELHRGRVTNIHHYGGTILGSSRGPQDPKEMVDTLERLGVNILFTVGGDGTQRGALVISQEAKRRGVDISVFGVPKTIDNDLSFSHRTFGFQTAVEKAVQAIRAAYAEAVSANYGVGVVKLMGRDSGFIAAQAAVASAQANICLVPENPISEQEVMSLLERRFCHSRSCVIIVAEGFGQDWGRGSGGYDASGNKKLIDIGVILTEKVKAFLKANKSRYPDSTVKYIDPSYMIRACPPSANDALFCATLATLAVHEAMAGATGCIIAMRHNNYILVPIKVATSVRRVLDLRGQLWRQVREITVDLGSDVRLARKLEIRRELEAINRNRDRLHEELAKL
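In TEA buffer at pH 8.0 with 5 mM MgCl2, enzyme (1.25 nM) converted F6P (0.5 mM) and ATP (0.1 mM) for 45 min at room temperature. ADP product was read by luciferase luminescence.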
ELG1 genotoxic: induces genotoxicity in HEK293T cells with luciferase-tagged ELG1 | HEK293T ELG1-luciferase reporter, luminescence, 16 h | Potency, µM (titrated, usually from 46 µM), without a hit: top-dose activity change, positive = activation, most hits filed as activators | 1.3% of 330,000 active | AID 504466; also: potency is read from the fitted curve at half-maximal effect; % of control where 0% means no effect; nearly all actives have a fitted effect of over 60% in size
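Screening used a luciferase reporter fused to human ELG1 in HEK293T cells. Luminescence was read on a CCD plate imager after 16 hr exposure and 30 min ONE-Glo incubation.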
The depositor's hits bear a star; u = inconclusive; x = not tested or not shown; [ ] = dose if it differs, or a comment. Unless noted, calls follow the shape of the dose curve; as a rule, active = well fitted curve in the direction sought with a large enough effect; inconclusive = small, poorly fitted or top-dose-only effect, or another doubt; inactive = no such curve, though single readings can be large; an effect the other way counts as inactive or inconclusive.

SMILES	RORgamma inh	FLuc modulator	VP16 counter	Giardia killer	uPA generation	Coupling enz	KCNH2 3.1 block	Rab9 prom act	NPC1 prom act	Tb PFK inh	ELG1 genotoxic
CSCCC(NC(=O)COc1ccccc1)C(=O)N(C)CC(=O)Nc1ccc(Cl)cc1 (stereo not given)	x	3%	x	5	1%	x	2	-4%	1%	1%	-3%
O=C(NCc1ccc(F)cc1)C(c1ccco1)N(C(=O)c1csnn1)C1CC1 (stereo not given)	-6%	-2%	8%	7	2%	1	-19	4%	-1%	3%	-6%
C=C[C@H]1[C@H](O[C@@H]2O[C@H](CO)[C@@H](O)[C@H](O)[C@H]2O)OC=C2C(=O)OCC[C@]21O	x	x	x	10	7%	x	3	x	x	4%	4%
Cc1ccc(/C=N/n2c(-c3cccs3)n[nH]c2=S)cc1	2µM*	0%	u	-2	-3%	4	19	-4%	-7%	-18%	0%
CCCC12CN3CC(CCC)(CN(C1)C3C(O)C(O)C(O)CO)C2=O (stereo not given)	3%	-2%	-4%	2	0%	3	-3	0%	0%	-1%	-1%
CN(C)S(=O)(=O)N1CCN(S(=O)(=O)c2ccc3ccccc3c2)CC1	13%	2%	1%	-5	-9%	4	3	21%	1%	-1%	-10%
Cc1nc(-n2[nH]c3c(c2=O)CCCC3)[nH]c(=O)c1Cc1ccccc1	2.2µM*	u	2.5µM*	-12	-9%	-7	5	-13%	-2%	-1%	u
C=CCn1c(SCC(=O)Nc2nc3ccccc3s2)nnc1-c1ccccc1O	-44%	u	u	9	-5%	1	3	-7%	1%	-7%	-13%
COc1ccc(CC/C(C)=N\NC(N)=O)cc1	28%	0%	8%	-2	-1%	-1	-3	-3%	0%	0%	3%
CCC(C(=O)Nc1sc(C(N)=O)c(C)c1C(=O)OC)c1ccccc1 (stereo not given)	27%	3%	4%	-21	-2%	0	-1	1%	-7%	-3%	12%
CC(Oc1ccc(F)cc1)C(=O)N(CCC1=CCCCC1)c1c(N)n(Cc2ccccc2)c(=O)[nH]c1=O (stereo not given)	x	0%	x	7	-1%	x	u	-1%	-3%	-1%	-1%
Cc1ccc(-c2nc(-c3ccncc3)no2)c(Cl)c1	u	0.48µM*	u	-23	u	1	-4	u	0.63µM*	3%	0.46µM*
COc1ccc(CN2CCNC(=O)C2CC(=O)N2CCc3ccccc3C2)c(OC)c1 (stereo not given)	-24%	0%	2%	-5	0%	-5	3	-9%	-4%	-4%	3%
COc1cc(CNC2CCCCCC2)cc(OC)c1OC	-17%	3%	11%	-4	x	-1	-15	x	x	x	x
CCOC(=O)c1c(C)nc(-c2ccccc2)nc1NC(C)=O	12%	-6%	19%	-2	-3%	1	7	9%	2%	-8%	u
CCCCCN1CC(=O)N2[C@@H](Cc3c([nH]c4ccccc34)C2(C)C)C1=O	20%	1%	-4%	4	-5%	-1	1	-2%	-3%	-12%	1%
CC1CC(C)CN(C(=O)Cn2c(=O)n(CCCCC(=O)NCc3ccco3)c(=O)c3ccccc32)C1 (stereo not given)	-17%	3%	3%	-9	0%	4	2	-3%	1%	0%	-2%
O=C(CNC(=O)c1ccc(Br)o1)OCc1ccc(Br)cc1	x	x	x	0	8%	x	-4	-1%	-2%	-4%	-1%
COc1ccccc1OCCC(=O)OCC(=O)Nc1ccc(Br)cc1F	36%	-2%	-13%	5	0%	3	-9	-3%	-8%	1%	1%
O=C(NCc1nc2ccccc2[nH]1)c1ccc(S(=O)(=O)N2CCCC2)cc1	-7%	4%	-1%	4	0%	0	-13	1%	-1%	-5%	2%
COc1cc(/C=C/C(=O)O)cc(S(=O)(=O)Nc2ccc3c(c2)OCO3)c1OC	-4%	-13%	-9%	17	-1%	1	-7	-3%	-2%	-1%	7%
COc1cccc(C(=O)c2sc(NC(C)C)nc2N)c1	u	-13%	11µM*	17	-22%	1	-2	-1%	-6%	0%	-5%
C=CCN1C(=O)C2(OCCCO2)c2c(C)ccc(C)c21	5%	2%	-3%	-11	2%	4	14	6%	0%	-4%	-2%
COc1ccccc1NC(=O)N1CCN(c2ccccc2F)CC1	23%	6%	-4%	-8	-2%	1	8	-5%	-2%	0%	1%
COc1cc2c(cc1OC)C1=C(C#N)CC/C(=N\S(=O)(=O)c3cccc(Cl)c3)N1CC2	19%	4%	1%	-9	x	0	-10	-5%	-1%	-4%	0%
The list goes on:
SMILES	RORgamma inh	FLuc modulator	VP16 counter	Giardia killer	uPA generation	Coupling enz	KCNH2 3.1 block	Rab9 prom act	NPC1 prom act	Tb PFK inh	ELG1 genotoxic
FC(F)(F)c1cc(-c2ccco2)nc(NCc2ccc(Cl)cc2)n1	u	1%	-8%	-6	9%	-2	-15	-4%	-2%	-2%	-4%
CCOc1ccc(-n2cnc3sc4c(c3c2=O)CCCC4)cc1	20%	u	8%	-7	8%	0	3	18%	0%	0%	7%
CCN(c1ccccc1)S(=O)(=O)c1cc(NC(=O)C2CC2)ccc1Cl	x	x	x	-15	-8%	x	-2	x	x	0%	-3%
Cc1ccc(S(=O)(=O)Oc2cccc(N3C(=O)C4CC=CCC4C3=O)c2)cc1 (stereo not given)	32%	2%	-4%	-2	-1%	0	-9	-1%	-1%	-2%	-2%
O=C(CSc1nc(N2CCOCC2)nc(N2CCOCC2)n1)Nc1ccc([N+](=O)[O-])cc1	31%	-3%	-3%	-16	28%	x	-25	5%	-1%	-1%	-11%
O=C(NC1CCCCC1)C1CC(O)CN1C(=O)OCc1ccccc1 (stereo not given)	-3%	8%	0%	u	3%	2	11	-2%	1%	3%	-1%
O=C(NCc1ccco1)C1CCCN(S(=O)(=O)c2cccc3nsnc23)C1 (stereo not given)	-4%[0.365 µM]	-3%	x	1	-1%	6	11	-6%	2%	-6%	-1%
CCNC(=O)CC1SC(=Nc2ccc(Cl)cc2)N(CC)C1=O (stereo not given)	24%	5%	-9%	1	7%	2	3	-6%	0%	-1%	1%
O=C(OCc1nnc(-c2ccccc2)o1)c1ccc(CO)cc1	-3%	-2%	-4%	-2	-7%	3	11	0%	-5%	-1%	1%
O=C(N/N=C/c1ccccc1)c1ccco1	-17%	13µM*	-5%	16	-14%	-1	1	3.2µM*	u	-5%	u
O=C(NNC(=S)NC1CC2C=CC1C2)c1cccnc1 (stereo not given)	-36%	3%	-9%	-29	1%	0	3	2%	-2%	18%	-4%
COc1ccccc1CN1CCNC(=O)C1CC(=O)N(C)Cc1ccon1 (stereo not given)	20%	-2%	4%	-23	-9%	-2	-7	-6%	-5%	0%	1%
NC(=O)C1(N2CCCCC2)CCN(C(=O)NC2CCCCC2)CC1	-1%	2%	14%	8	5%	5	15	9%	0%	0%	2%
O=C1C=C(c2cc(Cl)cc(Cl)c2)C[C@@H](c2ccc3c(c2)OCO3)C1	x	3%	x	5	7%	x	x	-2%	-2%	-3%	-2%
CCN(CC)S(=O)(=O)c1ccc(N/N=C/c2cc(OC)ccc2O)nc1	4.5µM*	1%	11µM*	16	-14%	0	-4	-34%[inhibitor]	-27%	3%	u
Cc1cccc(OCc2nnc(SCC(=O)NCC3CCCO3)n2C)c1 (stereo not given)	-6%	0%	2%	-14	1%	-1	-5	-7%	-4%	0%	0%

An excerpt of the results above, as a working copy:
SMILES	RORgamma inh	FLuc modulator	VP16 counter	Giardia killer	uPA generation	Coupling enz	KCNH2 3.1 block	Rab9 prom act	NPC1 prom act	Tb PFK inh	ELG1 genotoxic
O=C(N/N=C/c1ccccc1)c1ccco1	-17%	13µM*	-5%	16	-14%	-1	1	3.2µM*	u	-5%	u
O=C(NNC(=S)NC1CC2C=CC1C2)c1cccnc1 (stereo not given)	-36%	3%	-9%	-29	1%	0	3	2%	-2%	18%	-4%
COc1ccccc1CN1CCNC(=O)C1CC(=O)N(C)Cc1ccon1 (stereo not given)	20%	-2%	4%	-23	-9%	-2	-7	-6%	-5%	0%	1%
NC(=O)C1(N2CCCCC2)CCN(C(=O)NC2CCCCC2)CC1	-1%	2%	14%	8	5%	5	15	9%	0%	0%	2%
O=C1C=C(c2cc(Cl)cc(Cl)c2)C[C@@H](c2ccc3c(c2)OCO3)C1	x	3%	x	5	7%	x	x	-2%	-2%	-3%	-2%
CCN(CC)S(=O)(=O)c1ccc(N/N=C/c2cc(OC)ccc2O)nc1	4.5µM*	1%	11µM*	16	-14%	0	-4	-34%[inhibitor]	-27%	3%	u
Cc1cccc(OCc2nnc(SCC(=O)NCC3CCCO3)n2C)c1 (stereo not given)	-6%	0%	2%	-14	1%	-1	-5	-7%	-4%	0%	0%

Rows were taken by chance. Share with any hit: about 14%.
